TCR CD3 inh: inhibitors of human TCR-CD3 interaction; TAMRA-labeled TCR probe fluorescence, biochemical; inhibition, % at 9.4 µM; AID 651800; 0.37% of 360,000 active; in the data active = inhibition above about 19%;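 note: recombinant mutant TCR 2C K166C tagged with TAMRA read by polarization; 0% = receptor in buffer alone and 100% = receptor with positive control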
rCAG RNA binder: binds r(CAG) RNA repeats. 1.3% of 370,000 active. r(CAG) RNA repeat, TO-PRO-1 dye displacement fluorescence. inhibition, % at 3 µM;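 active = inhibition above the plate cutoff, the mean of all test compounds on that plate plus 3 SD, cut at about 35% in these data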;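 note: 0% = DMSO alone and 100% = 100 µM mitoxantrone as full dye displacement; higher means more dye released from RNA so lower well fluorescence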
ABHD4 inh: inhibitors of mouse ABHD4; 0.54% of 370,000 active; inhibition, % at 8.92 µM; purified mABHD4, FP-Rh probe fluorescence polarization; Q8VD66;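 active = inhibition exceeding the mean over every tested compound plus 3 SD, cut at about 30% in these data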;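 note: 0% = plate median of compound wells and 100% = S159A mutant with DMSO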
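System: mouse ABHD4 enzyme, wild type / Medium: HEPES pH 7.0, NaCl, Pluronic buffer / Reagent: FP-Rh activity-based fluorescent probe / Control set: S159A mutant high control, sample median low control / Detection: fluorescence polarization with parallel and perpendicular emission, 525/598 nm / Schedule: 45 min + 60 min at 25 °C / Compound dosing: 8.92 µM, single dose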
UHRF1 binding: human UHRF1 methylated DNA binding inhibitors; Q96T88; UHRF1 binding to methylated oligo, TR-FRET; AID 687016; inhibition, % at 4.4 µM; 0.75% of 370,000 active; in the data active = inhibition above about 21%;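 note: UHRF1 SRA domain binding a hemimethylated CpG hairpin DNA probe; 0% = median of test compound wells and 100% = reference inhibitor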
HTRA1 inhibitor: blocks human HTRA1 serine peptidase; Q92743; recombinant HTRA1, FP-rhodamine activity-based probe, fluorescence polarization; inhibition, % at 5.96 µM; 0.5% of 340,000 active; AID 504803; in the data active = inhibition above about 36%;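 note: 0% = enzyme with DMSO and 100% = wells lacking enzyme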
Target sequence (Q92743 whole entry, looked up): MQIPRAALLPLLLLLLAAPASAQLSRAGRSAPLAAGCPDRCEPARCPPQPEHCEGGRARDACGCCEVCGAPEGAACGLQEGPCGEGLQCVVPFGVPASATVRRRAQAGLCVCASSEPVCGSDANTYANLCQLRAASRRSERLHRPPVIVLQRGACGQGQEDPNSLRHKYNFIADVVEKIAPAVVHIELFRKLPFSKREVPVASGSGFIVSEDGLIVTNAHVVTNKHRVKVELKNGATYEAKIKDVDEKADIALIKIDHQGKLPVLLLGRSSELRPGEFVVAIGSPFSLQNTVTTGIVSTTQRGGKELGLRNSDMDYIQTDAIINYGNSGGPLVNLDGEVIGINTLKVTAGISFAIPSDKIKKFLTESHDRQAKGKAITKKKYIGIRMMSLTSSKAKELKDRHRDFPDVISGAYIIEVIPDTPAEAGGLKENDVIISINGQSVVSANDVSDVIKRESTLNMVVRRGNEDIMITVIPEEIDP
GC-A act: GC-A (human) enzyme activation | P16066 | HEK293 GC-A cells, cGMP TR-FRET, EC30 ANP; 0% at EC30 ANP, 100% saturating ANP | AID 1671463 | activation, % at 10 µM | 0.14% of 370,000 active; in the data active = activation above about 40%
PRMT1 inh: inhibitors of human PRMT1 | recombinant PRMT1, activity-based probe fluorescence polarization | 1.3% of 370,000 active | inhibition, % at 2.79 µM;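 active = inhibition above about 21% made by adding two undisclosed values, limit read from the data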
Target sequence (Q99873 whole entry, looked up): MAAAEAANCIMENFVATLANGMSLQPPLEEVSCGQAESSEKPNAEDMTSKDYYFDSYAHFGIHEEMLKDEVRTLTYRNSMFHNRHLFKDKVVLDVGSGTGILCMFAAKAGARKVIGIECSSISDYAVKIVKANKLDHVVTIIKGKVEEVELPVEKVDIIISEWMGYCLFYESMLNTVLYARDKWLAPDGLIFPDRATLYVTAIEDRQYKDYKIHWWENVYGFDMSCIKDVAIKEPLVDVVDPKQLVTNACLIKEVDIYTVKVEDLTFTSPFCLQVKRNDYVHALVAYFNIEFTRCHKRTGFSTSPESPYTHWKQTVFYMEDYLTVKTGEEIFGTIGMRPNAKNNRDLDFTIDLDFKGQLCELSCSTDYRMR
SIAE inh: blocks human sialic acid acetylesterase | AID 1053197 | inhibition, % at 9.66 µM | 0.69% of 370,000 active | Q9HAT2 | SIAE FP-Rh probe binding, fluorescence polarization;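 active = inhibition above a cutoff: mean of compounds within the control limits plus 3 SD of those, cut at about 17% in these data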;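 note: 0% = plate median of compound wells and 100% = probe without SIAE protein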
MBD2 inh: blocks human MBD2 binding to methylated DNA; TR-FRET, MBD2 binding to methylated oligonucleotide; inhibition, % at 4.4 µM; 0.31% of 370,000 active; AID 686964; in the data active = inhibition above about 13%
NPR2 activator: GC-B (human) receptor activation | P20594 | HEK293-GC-B cells, CNP EC30, cGMP TR-FRET; 0% at EC30 CNP, 100% saturating CNP | activation, % at 10 µM | 0.11% of 370,000 active;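 active = activation at 10 µM reaching about 35% in either raw or pattern-adjusted values, limit read from the data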
* = called active by the depositor; x = no result given. The list is partial. The share of hits here may be higher or lower than overall.

SMILES	TCR CD3 inh	rCAG RNA binder	ABHD4 inh	UHRF1 binding	HTRA1 inhibitor	GC-A act	PRMT1 inh	SIAE inh	MBD2 inh	NPR2 activator
CCCCNC(=O)C1c2ccccc2C(=O)N(c2ccc(OC)cc2)C1c1ccc(OC)cc1 (centres undefined)	0	-6	-5	-5	-8	-7	-1	5	-1	3
CCOC(=O)c1oc2ccc(S(=O)(=O)N3CCOCC3)cc2c1C	4	-1	8	-1	-3	-1	2	14	-1	1
CC(NC(=O)c1ccccc1F)c1nnc(SCc2nc3ccccc3c(=O)[nH]2)n1C (centres undefined)	8	-4	4	0	4	-2	-2	2	2	1
O=C(CNC(=O)c1ccco1)NCC(=O)OCc1ccccc1Br	-3	3	3	-1	6	3	0	-8	2	0
COc1ccc(C2=Nn3c(nnc3C3CCCCC3)SC2)cc1	x	-2	-8	0	x	-4	0	2	-1	9
COc1ccc2c(-c3ccccc3)cc(=S)[nH]c2c1	3	4	2	0	-12	3	7	-2	-1	-11
CC(=Cc1ccccc1)C=C1SC(=S)N(CCCC(=O)Nc2ccc(C(=O)O)cc2)C1=O	-4	25	-44	1	x	-7	5	-11	4	2
O=C(Nc1ncnc2c1C(c1ccccc1)c1c(ccc3ccccc13)O2)c1ccccc1 (centres undefined)	-4	7	-73	-1	-94	-19	0	-52	0	-11
COC(=O)c1ccc(Nc2c([N+](=O)[O-])ccc3nonc23)cc1	2	0	2	2	9	2	1	2	1	-2
COc1ccc(CNC(=S)Nc2cc(C)cc(C)c2)cc1	11	-1	-6	-2	-17	-1	-1	0	-6	-5
COc1ccc(CCNC(=O)CC2COc3ccccc3O2)cc1OC (centres undefined)	2	-3	0	-1	3	0	-3	4	-5	5
O=C(NNC(=S)Nc1ccc(C(=O)O)c(O)c1)c1ccncc1	16	10	1	0	2	-2	6	1	5	1
COc1ccc(CNC(=O)C2CCC(CNS(=O)(=O)c3ccccc3)CC2)cc1 (centres undefined)	-8	-3	-10	4	-1	0	5	-7	6	-5
Cc1ccc(N2CC(C(=O)NCc3ccccn3)CC2=O)cc1 (centres undefined)	1	-2	7	0	10	-1	-5	0	-2	-1
CCN(CC(=O)Nc1c(F)cccc1F)C(=O)CSc1ccc(F)cc1	14	-3	-3	-2	4	2	-4	-8	-3	2
O=c1[nH]c(=O)n(C2CCCCCC2)c(O)c1C=NCc1ccc(F)cc1	-3	1	-2	7	-13	-10	2	-3	0	-6
O=C(NCc1csc(-c2cccs2)n1)Nc1ccc(F)cc1F	-3	-1	-5	-2	-10	0	-5	2	-5	2
COc1ccc(C2(c3ccc(OC)cc3)NC(=O)N(CC(=O)Nc3ccccc3C)C2=O)cc1	3	-3	2	1	-12	-2	0	-3	0	5
CN(Cc1ccccc1)C(=O)COC(=O)c1ccc[nH]c1=O	-1	4	9	0	7	5	-4	1	4	1
COc1ccc(-c2cc3cc(OC)c(OC)cc3cn2)cc1OC	1	-2	-3	0	-6	0	2	-7	-2	0
Cc1ccc(S(=O)(=O)N(C(=O)c2ccco2)c2cc3sc(=O)oc3c3ccccc23)cc1	1	88*	50*	-2	18	-6	84*	34*	2	0
COc1cccc(NC(=O)CN(C)C(=O)c2ccc(COc3ccccc3)o2)c1	0	0	3	0	2	-3	7	-5	-6	-2
Cc1ccc(/C=C/C(=O)NCCc2ccccc2)o1	-2	-1	0	0	-2	1	18	9	3	5
CN(c1ccccc1)S(=O)(=O)c1ccc(Cl)c(C(=O)NCc2ccccc2CN2CCCC2)c1	0	2	0	1	-10	-1	-1	-9	2	1

Two of these compounds in a different format:
Every second line gives: TCR CD3 inh, rCAG RNA binder, ABHD4 inh, UHRF1 binding, HTRA1 inhibitor, GC-A act, PRMT1 inh, SIAE inh, MBD2 inh, NPR2 activator
> CCN(CC(=O)Nc1c(F)cccc1F)C(=O)CSc1ccc(F)cc1
    14, -3, -3, -2, 4, 2, -4, -8, -3, 2
> O=c1[nH]c(=O)n(C2CCCCCC2)c(O)c1C=NCc1ccc(F)cc1
    -3, 1, -2, 7, -13, -10, 2, -3, 0, -6

New compounds follow.
SMILES	TCR CD3 inh	rCAG RNA binder	ABHD4 inh	UHRF1 binding	HTRA1 inhibitor	GC-A act	PRMT1 inh	SIAE inh	MBD2 inh	NPR2 activator
CCCc1cc(=O)n2[nH]c(-c3cc(OC)c(OC)c(OC)c3)nc2n1	5	6	1	4	12	3	0	3	-3	1
Cc1c(Cl)cccc1NC(=S)NCc1ccco1	-1	-1	1	1	1	3	-1	11	1	1
O=C(NCc1ccccc1Cl)NC(=O)c1csc([N+](=O)[O-])c1	3	2	-1	0	-1	-3	-2	-2	-1	-1
Cc1cc(C(=O)NCc2csc(-c3ccccc3)n2)no1	2	-2	-1	0	5	1	-3	-8	-5	7
O=C(CSc1ncn[nH]1)Nc1c(Br)cc([N+](=O)[O-])cc1Br	6	2	-5	-1	-6	-4	2	4	-4	-1
O=C(NCc1ccccc1)C1=C[C@H](c2csc3ccccc23)C[C@H](OCc2ccc(CO)cc2)O1	2	6	-45	-2	-75	-2	-1	-11	-2	1
COc1ccc(C2NC3=C(CCC3)C3(C#N)C4(N=C(N)C23C#N)OCCO4)cc1 (centres undefined)	-4	4	4	-2	1	-1	6	9	0	0
N#Cc1ccc(COC(=O)c2ccc3c(c2)OCO3)cc1	2	-3	-6	-2	-4	0	-3	-2	0	1
Cc1cc(C)c(S(=O)(=O)N(C)CC(=O)N2CCCC2)c(C)c1	6	1	0	1	0	2	-6	-1	-1	5
Cc1ccc(S(=O)(=O)N2CCN(C(=O)CC(C)n3cncn3)CC2)cc1 (centres undefined)	2	0	-4	-1	-4	-4	3	-4	-4	-2
N=c1ccn(Cc2ccc(Cl)c(Cl)c2)cc1	1	-2	4	0	5	3	-5	-1	-4	-1
N=c1c2c(-c3ccccc3)c(-c3ccccc3)oc2ncn1CCCN1CCOCC1	1	-2	-2	3	-15	-29	1	1	5	-10
O=C(NCCc1cnn(-c2ccccc2)c1)c1cc(COc2c(F)cccc2F)on1	-5	0	-7	4	-22	2	0	-3	3	0
COc1ccc(Nc2ccc([N+](=O)[O-])cn2)cc1	-6	4	-4	-3	2	-3	2	4	-9	-12
CN(Cc1ccccc1)C(=O)C1CCN(Cc2ccc(F)cc2)CC1	1	-8	13	9	-3	-1	-2	-6	-1	-1
CCn1c(O)c(N=NC(=O)c2cccs2)c2ccccc21	-3	2	-1	-4	2	-2	2	-5	-7	-5
COCCOc1ccc(C(F)(F)F)cc1NC(=O)COC(=O)c1c(C)noc1C	7	-5	3	-1	-2	0	0	-5	-6	4
COc1cc(C(=O)NCCC(=O)NC2CCC(C)CC2)cc(OC)c1OC (centres undefined)	1	-4	-6	3	-2	-4	-3	-3	-2	1
CCN1C(=O)c2cccc3c(NS(=O)(=O)c4ccc(NC(C)=O)cc4)ccc1c23	-2	7	1	-3	3	-3	0	-10	-2	0
Cc1cc2c(cc1C)N(C(=O)CSc1nncn1C)C(C)(C)c1ssc(=S)c1-2	1	-2	27	-2	17	-3	9	12	0	-1
COc1cc(OC)cc(C(=O)NNC(=O)c2ccc(S(=O)(=O)N3CC(C)OC(C)C3)cc2)c1 (centres undefined)	-6	4	-9	9	4	-5	3	7	2	0
O=C(CSc1n[nH]c(=O)n1CCc1ccccc1)NC1CCCC1	4	1	1	0	8	2	0	4	-6	0
c1csc(CNc2ccn3nc(-c4ccc(OCCN5CCOCC5)cc4)cc3n2)c1	-11	3	-16	2	x	-12	-3	-12	-1	-12
COc1cccc(/C=C2\CCc3ccccc3C2=O)c1	5	-2	-4	-3	-23	-2	-1	-3	1	2
COc1cc(/C=C2/C(=N)N3N=C(CC(=O)N4CCOCC4)SC3=NC2=O)ccc1OC(C)c1ccccc1 (centres undefined)	6	30	4	-3	-13	6	-1	4	-7	0
Cc1cn([C@H]2C[C@H](O)[C@@H](/C=C/C(=O)NCc3ccc4c(c3)OCO4)O2)c(=O)[nH]c1=O	1	0	2	0	x	-1	3	4	1	-4
O=C(CNCc1ccc(Cl)cc1)Nc1ccc(C(=O)N2CCCCC2)cc1	-2	-8	8	-1	-9	-6	-2	4	1	0
COc1cc(C(=O)NC(CCSC)C(=O)OCc2cc([N+](=O)[O-])cc3c2OCOC3)cc(OC)c1OC (centres undefined)	-2	5	-3	3	1	-2	2	-4	6	-2
CC(C)Nc1ncnc2[nH]ncc12	0	1	-1	-2	2	1	0	2	5	2
C=CCN1C(C(=O)OCC)CSCCS1(=O)=O (centres undefined)	1	2	-2	1	x	0	0	-7	0	3
Cc1ccccc1C(=O)NC(C)C1CC2CCC1C2 (centres undefined)	8	-3	2	0	6	-1	-3	-4	-6	-1
Clc1ccccc1OCc1nnc2n1CCCCC2	-3	-4	7	1	4	0	6	-1	2	3
C/C(=N/NC(=O)C1CCN(S(=O)(=O)c2ccc(C)cc2)CC1)c1cccc([N+](=O)[O-])c1	-2	3	1	-2	-4	-10	-4	6	2	-5

Grouped by structure, the entries above containing an NH in an aromatic ring (nine)
SMILES	TCR CD3 inh	rCAG RNA binder	ABHD4 inh	UHRF1 binding	HTRA1 inhibitor	GC-A act	PRMT1 inh	SIAE inh	MBD2 inh	NPR2 activator
CC(NC(=O)c1ccccc1F)c1nnc(SCc2nc3ccccc3c(=O)[nH]2)n1C (centres undefined)	8	-4	4	0	4	-2	-2	2	2	1
COc1ccc2c(-c3ccccc3)cc(=S)[nH]c2c1	3	4	2	0	-12	3	7	-2	-1	-11
O=c1[nH]c(=O)n(C2CCCCCC2)c(O)c1C=NCc1ccc(F)cc1	-3	1	-2	7	-13	-10	2	-3	0	-6
CN(Cc1ccccc1)C(=O)COC(=O)c1ccc[nH]c1=O	-1	4	9	0	7	5	-4	1	4	1
CCCc1cc(=O)n2[nH]c(-c3cc(OC)c(OC)c(OC)c3)nc2n1	5	6	1	4	12	3	0	3	-3	1
O=C(CSc1ncn[nH]1)Nc1c(Br)cc([N+](=O)[O-])cc1Br	6	2	-5	-1	-6	-4	2	4	-4	-1
O=C(CSc1n[nH]c(=O)n1CCc1ccccc1)NC1CCCC1	4	1	1	0	8	2	0	4	-6	0
Cc1cn([C@H]2C[C@H](O)[C@@H](/C=C/C(=O)NCc3ccc4c(c3)OCO4)O2)c(=O)[nH]c1=O	1	0	2	0	x	-1	3	4	1	-4
CC(C)Nc1ncnc2[nH]ncc12	0	1	-1	-2	2	1	0	2	5	2

Assay outcomes as filed in PubChem BioAssay.
